# S1P4 ag = S1P4 receptor agonists, primary screen, cell-based; S1P4-expressing cell line, agonist reporter assay; activation, % at 4.98 µM; actives 0.35% (n = 220,000); in the data active = activation above about 11%;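 note: 0% = DMSO vehicle and 100% = reference agonist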
# S1P4 antag = S1P4 receptor antagonists, primary screen, cell-based. Sphingosine 1-phosphate receptor 4 (Homo sapiens), O95977. S1P4-expressing cells, antagonist mode, reporter read-out. inhibition, % at 4.98 µM. actives 0.26% (n = 220,000). AID 1510, 2009; in the data active = inhibition above about 29%;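 note: 0% = wells stimulated with agonist and 100% = vehicle wells without agonist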
# eIF4E 4G PPI = eIF4E–eIF4G protein interaction inhibitors, primary screen, biochemical, uHTS, TR-FRET, eIF4GI fragment | TR-FRET eIF4E-eIF4GI(517-606) binding, 2 h | inhibition, % at 21.7 µM | actives 0.37% (n = 220,000) | AID 782, 2007;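 active = inhibition above about 30%, limit read from the data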;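 note: 0% = full FRET control wells and 100% = background wells lacking eIF4GI fragment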
# Mdm2 ligase inh = MDM2-luciferase reporter signal enhancers, primary screen, MDM2 E3 ligase inhibitor project, cell-based, luminescence, 1536-well; E3 ubiquitin-protein ligase Mdm2 (Homo sapiens), Q00987; cell-based MDM2 ubiquitination luciferase reporter, 2 h; 0 = plate control, 100 = twice control, blank-subtracted; signal enhancement, % at 5 µM; actives 0.11% (n = 210,000); AID 1230, 2008;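 active = signal enhancement of 30% or more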;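 note: luminescence tracks abundance of the self-degrading MDM2-luciferase fusion protein; higher signal means inhibition of MDM2 E3 ligase activity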
#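 Material: Stable MDM2–luciferase fusion reporter cells | Amount: 2000 cells seeded into each well | Dosing: One concentration, 5 µM, with 0.2% DMSO | Incubation: 4 h cell settling then 2 h compound exposure, 37 °C | Measured by: Luciferase luminescence | Read-out basis: % enhancement relative to plate controls after blank subtraction | Benchmarks: Control and blank well means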
# Wee1 degr inh = Wee1 degradation inhibitors, primary screen, cell-based, HeLa, Wee1K328M-luciferase, luminescence; reporter increase, % at 5 µM; HeLa Luc-Wee1K328M stability; 100% = proteasome inhibitor MG132 effect; Wee1-like protein kinase (Homo sapiens), P30291; actives 1.2% (n = 220,000);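 active = activation above the mean of all tested compounds plus 3 SD, set per screening run, cut at about 8.8% in these data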;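 note: cells exposed to compound for 20 h before luminescence read; 0% = DMSO alone and 100% = MG132 at 30 µM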
# NPY2 pot ag = NPY-Y2 potentiators or agonists, primary screen, cell-based. Neuropeptide Y receptor type 2 (Homo sapiens), P49146. cells expressing NPY-Y2, potentiator/agonist read-out. activation, % at 3.6 µM. actives 0.45% (n = 220,000); in the data active = activation above about 27%;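 note: cells stimulated with NPY near EC25 plus isoproterenol at EC100; 0% = vehicle plus submaximal agonist and 100% = vehicle plus saturating agonist; some results beyond the cut were filed as inactive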
# PERK inh = block of dimerizer-induced PERK translation repression, primary screen, PERK inhibitor project, CHO PERK-DD cells, SEAP luminescence, HTS; Eukaryotic translation initiation factor 2-alpha kinase 3 (Homo sapiens), Q9NZJ5; CHO PERK-DD fusion, SEAP luminescence translation reporter; inhibition, % at 5.6 µM; actives 0.17% (n = 220,000); AID 1416, 2008;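 active = inhibition above the mean inhibition of all tested compounds plus 3 SD, set separately per screening campaign, cut at about 2.9% in these data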;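 note: PERK kinase domain activated by AP20187 dimerizer at 100 nM; 0% = DMSO with dimerizer and 100% = rapamycin at 8.4 µM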
# Target sequence (Q9NZJ5 whole entry, looked up, the tested form may be a part): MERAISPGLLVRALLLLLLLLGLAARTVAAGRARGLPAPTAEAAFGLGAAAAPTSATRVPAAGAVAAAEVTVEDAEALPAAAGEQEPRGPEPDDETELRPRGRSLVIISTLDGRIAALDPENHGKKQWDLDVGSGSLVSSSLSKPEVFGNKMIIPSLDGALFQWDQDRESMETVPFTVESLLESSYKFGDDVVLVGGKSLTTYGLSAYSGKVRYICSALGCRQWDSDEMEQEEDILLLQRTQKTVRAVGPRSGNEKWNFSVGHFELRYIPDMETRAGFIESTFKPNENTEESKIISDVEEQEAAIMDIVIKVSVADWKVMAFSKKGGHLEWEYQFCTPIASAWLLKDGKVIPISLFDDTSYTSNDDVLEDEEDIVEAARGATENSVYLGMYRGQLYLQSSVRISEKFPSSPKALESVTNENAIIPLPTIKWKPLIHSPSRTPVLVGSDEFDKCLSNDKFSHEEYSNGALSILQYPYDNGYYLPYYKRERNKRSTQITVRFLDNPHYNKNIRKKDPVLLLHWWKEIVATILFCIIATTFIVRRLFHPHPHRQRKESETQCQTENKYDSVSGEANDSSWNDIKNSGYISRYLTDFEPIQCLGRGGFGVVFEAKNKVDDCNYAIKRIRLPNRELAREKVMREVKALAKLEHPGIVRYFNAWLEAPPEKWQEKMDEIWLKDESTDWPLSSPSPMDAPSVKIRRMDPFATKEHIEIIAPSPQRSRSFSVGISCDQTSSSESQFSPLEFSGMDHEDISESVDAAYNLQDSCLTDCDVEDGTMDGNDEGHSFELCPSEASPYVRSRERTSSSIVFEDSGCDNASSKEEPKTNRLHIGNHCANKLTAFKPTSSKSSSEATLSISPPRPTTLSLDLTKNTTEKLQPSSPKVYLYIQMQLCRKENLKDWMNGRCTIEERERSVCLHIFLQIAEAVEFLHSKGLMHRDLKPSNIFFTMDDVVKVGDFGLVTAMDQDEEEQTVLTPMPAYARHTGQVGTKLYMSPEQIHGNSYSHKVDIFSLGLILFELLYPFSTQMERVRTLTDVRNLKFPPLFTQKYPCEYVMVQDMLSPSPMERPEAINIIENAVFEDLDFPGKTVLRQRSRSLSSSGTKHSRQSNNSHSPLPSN
# Ba/F3 V617F tox = reduced viability of JAK2V617F-dependent Ba/F3 cells, primary screen, JAK2V617F inhibitor project, cell-based, Ba/F3 EpoR-JAK2V617F, luminescence. actives 1.1% (n = 220,000). ATP luminescence. inhibition, % at 5.6 µM;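 active = inhibition above the campaign mean plus 3 SD over all tested compounds, cut at about 24% in these data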;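 note: cytokine-independent growth of Ba/F3 cells driven by EpoR plus mutant JAK2; 0% = DMSO-treated cells and 100% = JAK inhibitor I control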
# BaF3 parental = parental Ba/F3 cell viability inhibition, counter-screen for JAK2V617F inhibitor project, murine pro-B, CellTiter-Glo luminescence; CellTiter-Glo ATP luminescence; inhibition, % at 5.6 µM; actives 1.1% (n = 220,000); AID 1486, 2009;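 active = inhibition above a per-campaign cutoff, the mean inhibition of all tested compounds plus 3 SD, cut at about 27% in these data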;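 note: 0% = DMSO wells and 100% = JAK Inhibitor I control wells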
# The depositor's hits bear a star; x = no result given; & = joins results of further samples; [ ] = remark or other dose.
SMILES,S1P4 ag,S1P4 antag,eIF4E 4G PPI,Mdm2 ligase inh,Wee1 degr inh,NPY2 pot ag,PERK inh,Ba/F3 V617F tox,BaF3 parental
COc1ccc(-n2nc(C(=O)NCC(=O)NCc3ccc(F)cc3)c3ccccc3c2=O)c(OC)c1,1.3,-4,-1,-6,0,-8,0.4,4,4
Cc1cc(C)[n+]2n1C(=O)C(c1ccccc1)=C2[O-],1.5&0.0,-28&-3,4&1,3&-4,1&0,22&6,0.1&1.0,0&-2,7&2
O=C(N/N=C/c1cccs1)/C(=C/c1ccccc1)NC(=O)c1ccccc1,-1.1,-5,0,x,12*,-20,-0.8,4,10
CCOC(=O)CSc1nc(C2CC2)nc2ccccc12,0.0,-11,1,-20,0,-10,-0.9,0,5
CSc1nnc(-c2ccccc2Cl)o1,0.0,0,-9,-8,1,0,0.6,1,2
Cc1ccc(-n2nc(-c3cccnc3)cc2C(=O)N2CCOCC2)c(C)c1,-1.8,-5,5,8,-3,-8,-2.0,-5,5
CC(C)(C)NC(=O)C(OC(=O)c1cccs1)c1ccc(F)cc1 (centres undefined),0.5,-26,-2,-2,1,-1,0.6,0,1
Cc1ccc2c(c1)CCCN2C(=O)C1CCCO1 (centres undefined),0.2,-14,11,-5,-1,11,0.8,-3,0
O=C(COc1nncc2ccccc12)NCCC1=CCCCC1,0.5,13,-3,-12,-2,-1,-0.2,2,4
CCCCNc1nc2c(S(=O)(=O)c3ccccc3)nnn2c2ccccc12,0.1,-13,-14,-1,0,14,1.0,-1,1
CCOc1cc2[nH]c(=S)n(CCC(=O)N3CCc4ccccc4C3)c(=O)c2cc1OCC,0.7,-22,8,-14,-3,11,2.2,-3,4
O=S(=O)(Nc1cccc(-c2nnco2)c1)c1ccc(F)cc1F,-0.5,3,3,-12,-1,12,1.8,-4,0
CC1SC(c2ccccc2)N(CC(O)c2ccc([N+](=O)[O-])cc2)C1=O (centres undefined),-1.2,-15,2,-3,-1,11,0.9,4,11
C=CCC(NCc1ccccc1)c1ccco1 (centres undefined),-2.8,-9,2,-7,1,-9,1.0,-5,5
CN(CC(=O)Nc1ccccn1)S(=O)(=O)c1ccc(Cl)cc1,-1.2,-8,-3,3,5,9,1.2,-3,1
CCS(=O)(=O)n1nc(-c2ccc(C)cc2)nc1N,-0.1,6,-12,-10,2,-12,-0.8,1,3
C/C(=N/O)c1cc(C(C)(C)C)c(O)c(C(C)(C)C)c1,-5.3,-9,1,-15,0,9,0.2,-5,2
COC(=O)c1ccccc1NC(NC(=O)c1ccco1)C(=O)c1ccc(C)cc1 (centres undefined),-1.3,-5,1,7,-1,6,0.4,-3,1
C[C@H]1C[C@H]2[C@@H]3CCC4=CC(=O)C=C[C@]4(C)[C@@]3(Cl)[C@@H](O)C[C@]2(C)[C@@]1(O)C(=O)CO,0.2,-8,-2,x,1,4,1.0,14,5
CCCNC(=O)Nc1nc2ccccc2s1,0.5,1,-3,x,9.2*,-7,1.2,2,-6

# Compound profiles, as listed above. Screens in order: S1P4 ag, S1P4 antag, eIF4E 4G PPI, Mdm2 ligase inh, Wee1 degr inh, NPY2 pot ag, PERK inh, Ba/F3 V617F tox, BaF3 parental
# O=S(=O)(Nc1cccc(-c2nnco2)c1)c1ccc(F)cc1F reads -0.5, 3, 3, -12, -1, 12, 1.8, -4, 0
# CC(C)(C)NC(=O)C(OC(=O)c1cccs1)c1ccc(F)cc1 (centres undefined) reads 0.5, -26, -2, -2, 1, -1, 0.6, 0, 1

# Remaining list, next part:
SMILES,S1P4 ag,S1P4 antag,eIF4E 4G PPI,Mdm2 ligase inh,Wee1 degr inh,NPY2 pot ag,PERK inh,Ba/F3 V617F tox,BaF3 parental
COc1cc(CCN2C(=O)c3cccc4cccc(c34)C2=O)c(S(=O)(=O)N2CCC(C)CC2)cc1OC,2.0,-11,3[fluorescence artefact?],-14,0,-1,0.2,-3,5
Fc1ccc(COc2ccc3ccccc3c2CNc2nn[nH]n2)cc1,-0.5,-4,2,-8,-1,-4,0.7,-3,2
Cc1cccc(CSc2nnc(CCNC(=O)OC(C)(C)C)o2)c1,0.2,0,-3,-2,0,-18,-0.6,3,0
CSCCCNC(=O)c1ccccc1OC1CCN(S(C)(=O)=O)CC1,4.3,6,1,-15,-1,0,0.8,-3,3
CCOC(=O)N1CCN(C(=O)CS(=O)(=O)c2cn(Cc3ccccc3C)c3ccccc23)CC1,0.4,2,3,-9,3,2,0.6,-6,3
CCN(CC)c1ccc(S(=O)(=O)N2CCOCC2)cc1NS(C)(=O)=O,0.8,-5,4,5,-2,-1,1.0,2,4
CCCNC(=O)CC1C(=O)N(Cc2ccccc2)C(C)c2nc3ccccc3n21 (centres undefined),0.9,-6,-15,-28,1,1,-1.1,2,0
CCOC(=O)C1CCN(C(=O)c2sc3nc(C)nc(N4CCC(C)CC4)c3c2C)CC1,-1.6,2,1,11,2,-16,0.3,4,9
O=C(NC(=S)Nc1ccc(S(=O)(=O)Nc2nccs2)cc1)c1ccccc1,0.5,-7,2,-9,-1,4,-0.2,5,3
COc1ccc(Br)cc1S(=O)(=O)Nc1ncccc1C,0.8,1,2,2,0,-2,0.3,0,10
O=C1CCC(C(=O)Nc2ccc(OC(F)F)cc2)N1 (centres undefined),-1.0,3,1,-4,3,16,1.8,2,10
CCOC(=O)c1ccc(N2NC(=O)/C(=C/c3ccc(OC(=O)c4ccco4)c(OC)c3)C2=O)cc1,-0.5,3,-3,-22,-1,14,0.6,6,10
Cc1csc(NC(=O)c2cccc(S(=O)(=O)N3CCCCC3)c2)n1,-2.0,0,0,4,3,3,-0.3,-1,6
CCc1ccc(C2NC(=S)NC3=C2C(=O)CCC3)cc1 (centres undefined),0.1,-4,8[fluorescence artefact?],-13,8,-5,0.4,-1,3
Cc1ccc(S(=O)(=O)NCC(=O)N(c2ccccc2)C(C(=O)NCc2ccccc2)c2ccco2)cc1 (centres undefined),0.7,0,-1,1,1,3,-1.0,-1,2
CC(C)NC(=O)COc1ccccc1C#N,-0.1,-13,0,-13,0,0,0.7,-4,1
Cc1cccc(Nc2nnc(SCC3CCCCO3)s2)c1C (centres undefined),0.5,-11,7,-5,0,1,0.3,-1,3
O=S(=O)(/N=C(/c1ccccc1Cl)N1CCOCC1)c1ccccc1,1.2,2,-7,-18,0,-6,1.8,-2,5
CCCCNCc1cc(OC)c(OCC(N)=O)cc1Br,-0.7,-7,4,0,5,8,-0.6,-2,0
O=S(=O)(c1ccccc1)c1nc(-c2ccco2)oc1NCCCN1CCOCC1,-0.8,3,-25,-17,2,0,0.3,-1,4
CCOc1ccccc1NC(=O)CC1NCCNC1=O (centres undefined),2.0,-6,1,-15,0,-10,-0.1,-1,2
CC(=C/c1ccccc1)/C=N/NC(=O)c1ccc2nc[nH]c2c1,-0.7,0,2,-12,1,0,0.7,0,9
Fc1ccc(-c2nnc(SCc3cccnc3)o2)cc1,-0.1,-9,2,-11,-1,-1,-0.8,1,0
O=c1cc(COc2ccccc2[N+](=O)[O-])nc2sccn12,1.7,-4,-2,-4,-1,4,-0.3,-2,5
CC(C)c1ccc(NC(=S)NNc2ccc(Cl)c(C(=O)O)c2)cc1,1.6,-3,3,x,-2,8,1.2,-2,-3
O=C(c1ccc2c(c1)OCO2)C1CCCN(Cc2cc(F)ccc2-n2cccn2)C1 (centres undefined),0.7,-5,1,-1,-1,-19,-0.2,1,4
C=C(C)CNC(=O)CCc1nnc(Cc2cccc(C(F)(F)F)c2)o1,1.4,-11,1,9,4,9,0.9,-3,3
Cc1cc(C)n2c3c(c(C#N)c2n1)CC(C)(C)OC3,1.1,22,5,-23,-3,-9,0.0,-2,0
COc1cc(-c2nnc(-c3cccnc3)o2)cc(OC)c1OC,2.4,-14,2,-28,0,12,-0.3,-1,4
O=C(NCCOc1ccccc1)C1CCCCC1,-3.0,-1,3,-17,6,-2,1.0,6,16
COc1ccc(-c2csc3nc(C(C)(C)C)oc(=O)c23)cc1OC,3.4,-24,-1,-13,0,-8,0.4,-4,-1
Cc1ccc(NC(=O)COC(=O)/C=C/c2c(C)nn(-c3ccc(F)cc3)c2Cl)cc1F,1.8,-19,20,2,-1,7,0.4,-4,2
CN(C(=O)c1cccc(C#N)c1)c1nnc(-c2ccncc2)s1,0.1,-10,8,-23,3,-11,-0.7,-5,-1
O=C(/C=C/c1ccc2ccccc2c1)c1ccoc1,-2.5,-8,-5,-5,0,3,1.0,-4,-1
O=C(c1ccccc1)N1CCN(C(=O)c2ccccc2)CC1,1.0,3,1,0,-1,9,1.7,-4,3
CCOc1ccccc1NC(=O)c1nc[nH]c1C(=O)Nc1ccccc1OCC,1.5,-12,-13,-6,-2,11,0.8,2,7
Cc1ccc2c(C(=O)CN3CCOCC3)c(C)[nH]c2c1,-0.7,-12,-6,-9,-3,-2,-0.1,0,5
CCCn1c(C)cc(=O)c2cc(NC(=O)c3cnccn3)ccc21,-0.9,7,0,2,-2,1,0.2,-1,2
CCCN(Cc1ccccc1)C(=S)NC(=O)c1ccccc1[N+](=O)[O-],0.3,15,-3,24,-4,-15,-0.2,-3,5
O=C(Nc1ncnc2sc3c(c12)CCCC3)c1ccncc1,2.6,-1,0,-5,2,-10,0.6,2,8

# Continued (two carried over from the part before).
SMILES,S1P4 ag,S1P4 antag,eIF4E 4G PPI,Mdm2 ligase inh,Wee1 degr inh,NPY2 pot ag,PERK inh,Ba/F3 V617F tox,BaF3 parental
CCCN(Cc1ccccc1)C(=S)NC(=O)c1ccccc1[N+](=O)[O-],0.3,15,-3,24,-4,-15,-0.2,-3,5
O=C(Nc1ncnc2sc3c(c12)CCCC3)c1ccncc1,2.6,-1,0,-5,2,-10,0.6,2,8
Oc1ccc(CCC2CCCCN2Cc2nc(C3CC3)no2)cc1 (centres undefined),4.7,6,-1,5,-5,15,0.1,-1,0
COc1ccc(Cc2nnn(CC(=O)O)n2)cc1,0.6,-13,-4[fluorescence artefact?],-13,-2,16,1.3,-4,0
O=C(CN1CCN(C2CCCCC2)CC1)NCCC1=CCCCC1,-1.5,-6,-4[fluorescence artefact?],-4,-1,3,-0.3,4,4
O=[N+]([O-])c1ccccc1SNc1ccccn1,-0.2,-3,3,7,-2,-9,0.6,1,3
CC1=NN(C(=O)c2ccc(Cn3cc([N+](=O)[O-])cn3)cc2)C(O)(C(F)(F)F)C1 (centres undefined),0.5,-23,-25,-6,-1,14,0.3,4,8
CCCC(=O)Nc1nc(-c2ccc(OC)cc2)cs1,0.6,5,0,-12,3,4,1.6,-1,2
CCOC(=O)c1[nH]c2ccccc2c1NC(=O)c1ccco1,0.3,-19,-1,4,-3,13,-0.3,0,2
CC(=O)c1cnc(-c2ccccc2Cl)s1,0.4,3,1,-22,3,-8,0.8,1,4
COc1cccc(NC(=O)Nc2ccc3nsnc3c2)c1,1.3,-38,-18,-9,1,-10,-1.4,0,8

# Bioassay records: PubChem, several laboratories
